# TCR activator: T cell receptor activation; 330,000 tested, under 10 active; primary human leukocytes, anti-CD3, IL-2 HTRF, 48 h; Potency, µM (series often up to 9.22 µM), inactives show top-dose activation of IL-2 secretion, most hits filed as activators; AID 504894; also: % of control where 0% means no effect
#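 Compounds are tested in HTS on primary human leukocytes co-incubated with a-CD3 beads for 48 hr. IL-2 output is measured by time-resolved FRET.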
# Menin-MLL TR inh: menin-MLL binding inhibition, Texas Red mutant peptide; O00255; Menin + Texas Red MLL mutant peptide, fluorescence polarization; Potency, µM (titrated, usually from 61.6 µM), without a hit: at the top dose FP activity change, negative = inhibition, most hits filed as inhibitors; 0.23% of 270,000 active; AID 1768; active = well fitted inhibition curve with a large enough effect in the polarisation, with a control signal flat, not every such curve was filed as active; inconclusive = small, poorly fitted or top-dose-only effect, or effect the other way, or a change in a side signal; inactive = no such curve, though single readings can be large or run the other way; the % refers to the polarisation; also: potency is read from the fitted curve at half-maximal effect; % of control where 0% means no effect; many of its hits are not listed in these tables
# Target sequence (O00255 whole entry, looked up): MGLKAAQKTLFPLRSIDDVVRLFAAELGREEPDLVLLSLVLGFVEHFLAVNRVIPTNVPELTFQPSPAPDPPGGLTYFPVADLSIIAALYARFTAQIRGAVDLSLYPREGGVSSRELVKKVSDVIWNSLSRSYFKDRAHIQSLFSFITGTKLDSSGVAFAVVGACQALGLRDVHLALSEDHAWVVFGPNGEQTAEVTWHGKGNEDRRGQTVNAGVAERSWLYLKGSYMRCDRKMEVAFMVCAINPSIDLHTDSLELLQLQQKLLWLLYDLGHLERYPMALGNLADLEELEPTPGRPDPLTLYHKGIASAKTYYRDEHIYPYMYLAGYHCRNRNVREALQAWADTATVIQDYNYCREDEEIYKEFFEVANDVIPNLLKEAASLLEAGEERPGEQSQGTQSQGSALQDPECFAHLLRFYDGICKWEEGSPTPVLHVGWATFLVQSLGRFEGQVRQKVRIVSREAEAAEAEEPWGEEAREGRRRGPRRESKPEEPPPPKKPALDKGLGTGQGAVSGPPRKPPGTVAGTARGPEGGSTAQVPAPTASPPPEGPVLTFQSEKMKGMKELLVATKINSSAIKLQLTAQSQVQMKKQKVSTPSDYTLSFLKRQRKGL
# A-T KAP1 phos: potential ataxia-telangiectasia treatment. […] A-T fibroblasts, KAP-1 phosphorylation AlphaLISA; neocarzinostatin DNA damage 30 min before lysis. Potency, µM (top dose mostly 57.5 µM), for inactives: at the highest dose activation, actives largely listed as activators. 0.19% of 320,000 active. AID 485349; also: potency is read from the fitted curve at half-maximal effect; % of control where 0% means no effect; nearly all actives have a fitted effect of over 45% in size
#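 hTERT-immortalized A-T patient fibroblasts ([…]), 500 cells/well in OPTI-MEM, 1% FBS, got compounds for 60 min, then NCS for 30 min at 37C. Lysates were then assayed for phospho-KAP-1 by AlphaLISA (anti-pKAP1 donor, anti-KAP1 acceptor beads), 6 hr at 25C.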
# TSG101-PTAP inh: blocks PTAP/TSG101 interaction to inhibit HIV-1 budding. AID 493005. 340,000 tested, under 10 active. Fluorescence polarization, FITC-PTAP peptide / Tsg101 binding. Q99816. Potency, µM (series often up to 115 µM), without a hit: at the top dose activity change, negative = inhibition, most hits filed as inhibitors; active = well fitted inhibition curve with a large enough effect in the main read-out, with a control signal flat, not every such curve was filed as active; inconclusive = small, poorly fitted or top-dose-only effect, or effect the other way, or a change in a side signal; inactive = no such curve, though single readings can be large or run the other way; also: potency is read from the fitted curve at half-maximal effect; % of control where 0% means no effect
# Target sequence (Q99816 whole entry, looked up): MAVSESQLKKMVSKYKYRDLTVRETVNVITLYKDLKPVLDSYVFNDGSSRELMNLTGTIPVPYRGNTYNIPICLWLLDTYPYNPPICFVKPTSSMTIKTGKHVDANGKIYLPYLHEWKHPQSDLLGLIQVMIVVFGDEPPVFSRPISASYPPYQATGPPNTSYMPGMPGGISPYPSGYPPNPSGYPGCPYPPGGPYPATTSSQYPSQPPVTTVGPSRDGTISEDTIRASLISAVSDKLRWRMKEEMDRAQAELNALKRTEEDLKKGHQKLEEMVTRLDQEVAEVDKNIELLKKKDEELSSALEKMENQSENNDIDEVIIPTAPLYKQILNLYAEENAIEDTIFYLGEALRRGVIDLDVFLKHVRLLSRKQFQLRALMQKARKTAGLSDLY
#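 Compounds were pin-transferred onto Tsg101 binding domain (10 uM final) in HEPES pH 7.5 buffer, then FITC-PTAP peptide was added at 50 nM final. After 20 min at RT, polarization reported peptide displacement across a qHTS concentration series.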
# MLL CXXC-DNA inh: MLL CXXC-DNA interaction inhibition | MLL-CXXC / FITC-HOXA9 DNA fluorescence polarization | Potency, µM (top dose mostly 115 µM), without a hit: top-dose activity change, negative = inhibition, actives largely listed as inhibitors | 0.037% of 290,000 active | AID 2662; active = well fitted inhibition curve with a large enough effect in the polarisation, with a control signal flat, not every such curve was filed as active; inconclusive = small, poorly fitted or top-dose-only effect, or effect the other way, or a change in a side signal; inactive = no such curve, though single readings can be large or run the other way; the % refers to the polarisation; also: potency is read from the fitted curve at half-maximal effect
#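 Purified MLL-CXXC (added from a 7 uM solution) was preincubated 5 min at ambient with pinned compounds in 50 mM Tris-HCl pH 7.5, 50 mM NaCl, 1 mM DTT, 0.05% BSA. Fluorescein-labeled HOX-A9 DNA (50 nM solution) followed, 30 min, then polarization read.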
# a7 integrin act: integrin-mediated muscular dystrophy alleviation activation. 0.064% of 350,000 active. alpha7betagal myoblasts, beta-gal FDG fluorescence, 48 h. Potency, µM (series often up to 38.3 µM), without a hit: top-dose activation, most hits filed as activators;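 also: potency is read from the fitted curve at half-maximal effect; 100% = response of the positive control SU9516; nearly all actives have a fitted effect of over 60% in size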
#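 Alpha7betagal+/- myoblasts (passage 13) were plated 16-24 hr, then exposed to compounds (1:260 dilution of DMSO stock) for 48 hours at 37C. After MPER lysis, β-galactosidase reporter activity was read as FDG fluorescence (ex 480/em 540) after 30 minutes.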
# Mito fusion yeast: blocks mitochondrial division or promotes mitochondrial fusion | S. cerevisiae fusion-defective mutant growth rescue, CellTiterGlo 48 h | AID 485298 | 0.23% of 320,000 active | Potency, µM (series often up to 46.1 µM), for inactives: top-dose growth rescue (activation), hits mostly activators;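 also: potency is read from the fitted curve at half-maximal effect; % of control where 0% means no effect; nearly all actives have a fitted effect of over 45% in size; temperature-sensitive fusion mutants such as fzo1-1 at 37 °C on non-fermentable ethanol glycerol medium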
#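 Luminescent cell viability in 1536-well qHTS format served as the measure of rescued growth in ts fusion-mutant S. cerevisiae cultured on non-fermentable YPEG for 48 hours at 37C.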
# MBNL1-CUG inh: blocks human MBNL1 binding to CUG repeat RNA | Q9NR56 | TR-FRET MBNL1-His/biotin-(CUG)12 binding, 665/545 ratio | AID 2675 | 0.036% of 280,000 active | Potency, µM (top dose mostly 57.5 µM), without a hit: top-dose activity change, negative = inhibition, most hits filed as inhibitors; active = well fitted inhibition curve with a large enough effect in the signal ratio, with a control signal flat, not every such curve was filed as active; inconclusive = small, poorly fitted or top-dose-only effect, or effect the other way, or a change in a side signal; inactive = no such curve, though single readings can be large or run the other way; the % refers to the signal ratio; also: potency is read from the fitted curve at half-maximal effect; % is scaled to controls: 0 for no effect and ±100 for the full control effect
#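 Compounds (final 92 nM to 58 uM) are added to His-tagged MBNL1 and biotin-(CUG)12, then terbium anti-His antibody and streptavidin-XL665 (5 nM final). After 60 min at room temperature, the 665/545 nm ratio is read.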
# TSHR antagonist: blocks TSH signaling through the human TSH receptor. AID 504810. TSHR-expressing cells, TSH-stimulated cAMP HTRF, 2 h; hits give low values. 0.2% of 330,000 active. activity change, negative = inhibition, % at 11.5 µM. P16473;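 active = activity change below a set negative limit, meaning inhibition stronger than a set level, cut at about -70% in these data; inconclusive = activity change between two set negative limits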; also: % is scaled to controls: 0 for no effect and ±100 for the full control effect
#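 Cell-based HTRF cAMP assay; TSHR cells + compound, TSH EC80 (4nM final), 2 h, 37 deg C. Lysis with anti-cAMP cryptate and cAMP-d2, 30 min RT, read 665/620 nm.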
# ASM inhibitor: blocks human secretory acid sphingomyelinase | P17405 | Potency, µM (titrated, usually from 57.5 µM), inactives show at the highest dose activity change, negative = inhibition, hits mostly inhibitors | placental ASM, HMU-PC fluorogenic substrate, 60 min | AID 504937 | 0.006% of 340,000 active; also: potency is read from the fitted curve at half-maximal effect
#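 HMU-PC0 cleavage (9 uM final) by human placental ASM, 60 min at 37 °C following 10 min compound exposure at RT; stopped at pH 10, fluorescence Ex 386/Em 447 nm.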
# Numbers without * were called inactive; ? = inconclusive; / = not tested or not shown; & = joins results of further samples; [ ] = remark or other dose. Unless noted, calls follow the shape of the dose curve; as a rule, active = well fitted curve in the direction sought with a large enough effect; inconclusive = small, poorly fitted or top-dose-only effect, or another doubt; inactive = no such curve, though single readings can be large; an effect the other way counts as inactive or inconclusive.
SMILES,TCR activator,Menin-MLL TR inh,A-T KAP1 phos,TSG101-PTAP inh,MLL CXXC-DNA inh,a7 integrin act,Mito fusion yeast,MBNL1-CUG inh,TSHR antagonist,ASM inhibitor
COc1cc(C(=O)NCCC(=O)NCCCN2CCCCC2C)cc(OC)c1OC (configuration not stated),-8%,0%,4%,-11%,0%,1%,2%,-3%,-5,7%
O=C(Nc1ccccc1)c1ccccc1NC(=O)[C@H]1CCCC[C@H]1C(=O)O,2%,4%,7%,-8%,-20%,14%,3%,-7%,12,0%
NC(=O)CSc1nnc2ccc(-c3ccc(F)cc3)nn12,2%,1%,-2%,-7%,?,?,-1%,?,3,12%
CC(=O)OC1CSC2c3ccccc3C(=O)N2Cc2sccc21 (configuration not stated),6%,-1%,5%,-1%,-7%,0%,4%,2%,-2,2%
CSc1nnc(-c2ccco2)n1-c1ccccc1,-2%,-10%,10%,1%,-1%,-14%,4%,5%,1,4%
COc1cccc(CNC(=O)CCCNS(=O)(=O)c2cccs2)c1,2%,8%,0%,-2%,10%,-1%,2%,-2%,-6,-3%
CCc1nc2sc3c(c2c(=S)[nH]1)CC(C)(C)OC3,-1%,9%,-5%,-4%,-2%,-14%,-27%,53%[activator],2,0%
CCNc1nc(NC#N)nc(SCC(=O)OCC)n1,2%,12%,2%,-3%,10%,-17%,0%,4%,5,1%
COc1ccccc1-c1cc(C(=O)N2CCCC2)no1,1%,-4%,-4%,-3%,3%,0%,-1%,-13%,-2,0%
Cc1cc(NC(=O)C2CCCN2C(=O)Nc2c(C)cccc2C)ccc1-n1cnnn1 (configuration not stated),-4%[46.1 µM],0%,-1%,-4%,-1%,4%,-2%,-2%,-8,4%
Cc1cc(=O)[nH]c(SCCCOc2ccc3c(c2)CCC3)n1,4%,-11%,/,1%,-8%,-3%[7.66 µM],3%,-5%,8,-2%
COc1ccc(NC(=O)c2ccc(OC(F)F)cc2)cc1Cl,0%[46.1 µM],20%,0%,-1%,18%,17%,-3%,4%,-10,2%
Cc1ccc(-c2nc3cnccn3c2Nc2c(C)cccc2C)o1,5%,5%[11.7 µM],16µM*,1%,3%,-11%,-4%,?,-8,/
COc1ccc(CN(C)C(=O)C2CSC3(C)CCC(=O)N23)cc1 (configuration not stated),-2%,/,-4%,1%,/,-1%,-3%,/,14,-4%
COC(=O)CN1C(=O)[C@H]2[C@@H](c3ccc(C)o3)N3C(=O)CN(Cc4ccccn4)C(=O)[C@@]3(C)[C@H]2C1=O,-4%,-17%,6%,0%,-3%,5%,5%,3%,51,-2%
COC(=O)c1ccc(COC(=O)CNC(=O)c2ccco2)cc1,-2%,/,2%,-1%,-7%,-5%,-10%,1%,13,-3%
COC(=O)c1nnc(-c2ccccc2)c(-c2ccccc2)n1,-1%,1%,3%,-4%,-7%,2%,-5%,?,-3,-1%
COc1ccccc1-n1cnnc1SCc1csc(-c2ccccc2)n1,7%,?,2%,-3%,2%,8%,6%,7%,8,-8%
CCOC(=O)[C@H]1[C@H]2COc3ccc(C)cc3[C@@H]2N2C(=O)c3ccc(Cl)cc3NC(=O)[C@@]12C,-6%,/,3%,/,/,23%,/,/,-4,-1%
CCCCn1c(N)c(N(CC(C)C)C(=O)C2=NN(c3ccccc3)C(=O)CC2)c(=O)[nH]c1=O,4%,/,-2%,-1%,/,-5%,-1%,/,9,10%
Cc1cc(C)cc(C(=O)NCC(=O)N(C)CCOc2ccccc2)c1,-5%,/,-3%,-4%,/,-9%,-1%,/,4,-1%
O=C(Nc1ccccc1)Nc1nnc(Cc2ccc([N+](=O)[O-])cc2)s1,0%[46.1 µM],?,-4%,-1%,2%,-6%,0%,2%,3,-3%
Cc1ccc(NC(=O)[C@@H]2CCCN2S(=O)(=O)c2ccc(Cl)cc2)cc1,-1%,/,24%,-2%,/,4%,/,/,-4,-2%
Cc1ccccc1N1C(=O)N(c2cccc(C(F)(F)F)c2)C2CS(=O)(=O)CC21 (configuration not stated),5%,?,10%,-1%,-7%,-10%,5%,-1%,-6,0%
O=C(Nc1ccc(NC(=S)NC(=O)c2ccco2)cc1)c1ccccc1,1%,?,4%,5%,-7%,33%,-1%,22%,-1,2%
Oc1ccccc1/C=N/c1c(-c2ccco2)nc2ccccn12,1%,?,-1%,-5%,0%,-33%,-3%,?,-22,421%[activator]
O=C(/C(C=Nc1ccc(F)cc1)=C(/O)c1ccco1)C(F)(F)F,6%[46.1 µM],3%,-7%,0%,-5%,0%,2%,?,12,7%
Cc1ccsc1-c1nc(CN2C[C@@H](C)O[C@@H](C)C2)c(C)o1,-1%,-20%,-3%,-3%,37%[activator],-14%,-5%,-8%,-3,3%
CN(Cc1ccc(C(C)(C)C)cc1)C(=O)C1CCN(C(=O)Nc2ccccc2)CC1,4%,/,-8%,-5%,/,0%,-4%,/,/,-3%
COc1c(Br)cc(C(N)=O)cc1OCc1ccccc1,0%[46.1 µM],-14%,15%,-9%,8%,14%,?,7%,-14,-5%
COc1ccc2nc(C)cc(SCC(=O)O)c2c1,-6%,4%&-9%,1%&-3%,-9%&-6%,-5%&2%,18%&-6%,0%&4%,17%&13%,-2&-8,5%&0%
O=C(Cc1ccc(Br)cc1)N1CCN(c2ccccc2O)CC1,0%,-6%,12%,-5%,2%,-21%,6%,-2%,-6,-2%
COc1ccc(NC2=C(c3ccc(OC)cc3)C(=O)c3ccccc32)cc1,-1%,?,-9%,2%,3%,-8%,1%,/,-1,-4%
CCC(C)[C@H]1CNCCN1CC1(c2ccccc2)CC1 (some centres not stated),0%,/,2%,-2%,/,10%,-8%,/,0,3%
CCOC(=O)N1CCN(C(=O)CSc2ccc(Cl)cc2)CC1,-3%,1%,6%,-11%,6%,3%,2%,2%,-5,-5%
Cc1cc(C)c(-c2csc(NC(=O)C3=COCCO3)n2)cc1C,-2%,/,-1%,-1%,/,-29%,15%,/,-9,-12%
OC(COCCC12CC3CC(CC(C3)C1)C2)CN1CCCCC1 (configuration not stated),-8%,-16%,/,-11%,16%,-70%[inhibitor],-1%,9%,-3,1%
Cc1ccc(-c2noc(CN3CCC(C(N)=O)CC3)n2)cc1,-3%,-3%,-5%,1%,-3%,-4%,-8%,5%,6,1%
O=S(=O)(c1cccc(C(F)(F)F)c1)N1CCN(c2cnccn2)CC1,0%,-1%,-2%,-7%,5%,-5%,6%,-8%,-4,4%
COc1cccc(NC(=O)COC(=O)C2CCCCC2)c1,/,/,-2%,-5%,/,17%,/,/,18,-1%
CCCCN(C)C(=O)CS(=O)(=O)Cc1nc(-c2cccc(OC)c2)oc1C,-6%,-14%,2%,2%,-2%,4%,-1%,10%,4,-2%
Cc1ccccc1NC(=O)c1nn(C)c2c1CS(=O)(=O)c1ccccc1-2,9%,/,4%,-1%,12%,?,-1%,6%,-4,7%
CN(CC(=O)Nc1ccccc1[N+](=O)[O-])Cc1ccc(Br)cc1,-3%,1%,10%,-6%,4%,13%,-6%,18%,-3,-3%
CCn1c(SCc2nc3cc(OC)c(OC)cc3c(=O)[nH]2)nc2ccccc21,4%,-3%,-3%,-3%,12%,0%,-2%,-7%,-2,0%
Cc1cccc(C(=O)Nc2ccc(NC(=O)c3ccccc3)cc2)c1,-13%,27%,13%,-2%,3%,0%,0%,-9%,-15,-8%
COC(=O)c1c(NC(=O)CN2CCN(c3ccccc3)CC2)c2c(C)cccc2n1C,3%,-19%,8%,-16%,3%,5%,-2%,13%,-15,-1%
O=C(O)CC/C(=C\c1cc2c(cc1Br)OCO2)c1nc2ccccc2s1,1%,-3%,-7%,-4%,17%,?,-5%,4%,-10,33%
Cc1ccccc1-c1nc(CS(=O)(=O)CC(=O)N2CCOCC2)c(C)o1,1%,6%,-5%,1%,5%,0%,3%,-3%,20,0%
OC(CNCC1COc2ccccc2O1)COc1ccccc1F (configuration not stated),9%,-5%,5%,-2%,5%,0%,-23%,-1%,6,4%[11.5 µM]
CCOC(=O)c1[nH]ncc1CN1CCC(Cc2ccccc2)(C(=O)OCC)CC1,9%,/,12%,-1%,-7%,16%,1%,-3%,-7,-1%
Cc1noc(C)c1-c1csc(N2CCC(C(N)=O)CC2)n1,0%,/,-13%&-6%,0%,/,/,7%,/,6&1,-3%

# Assay outcomes (PubChem)

# These rows are one share of the data, so the mix of outcomes need not match the whole.
